Efflux pump inh: inhibitors of Candida antifungal efflux pumps expressed in yeast; inhibition, % at 10 µM; 330,000 tested, 0.44% active; S. cerevisiae Candida pump triplex, Nile Red efflux; AID 485275;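 active = plate passing quality check with inhibition over a set limit, or well fluorescence over plate mean plus 4 SD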;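 also: Nile Red retained in pooled yeast measured as flow cytometry median fluorescence; 0% = buffer negative control and 100% = Enniatin B positive control; higher means more Nile Red kept so more efflux inhibition; some compounds called inactive have numbers as strong as hits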
CTSL1 counter: blocks F. hepatica cathepsin L1 in PFM18AAP counter-screen. recombinant F. hepatica cathepsin L1, Z-Leu-Arg-MCA fluorescence. inhibition, % at 5.96 µM. 300,000 tested, 0.49% active;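 active = inhibition above the mean of all tested compounds plus 3 SD, set per screening campaign, cut at about 17% in these data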;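 also: 0% = plate median of test compound wells and 100% = 1 µM Z-Phe-Ala-diazomethylketone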
PP5 inh: inhibitors of human protein phosphatase 5 (PP5); purified PP5c, OMFP substrate fluorescence; P53041; AID 1987; 320,000 tested, 0.18% active; inhibition, % at 6.7 µM;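 active = inhibition above the campaign's mean inhibition across all tested compounds plus 3 SD, cut at about 9.5% in these data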;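 also: 0% = DMSO only and 100% = 100 µM cantharidin control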
Target sequence (P53041 whole entry, looked up): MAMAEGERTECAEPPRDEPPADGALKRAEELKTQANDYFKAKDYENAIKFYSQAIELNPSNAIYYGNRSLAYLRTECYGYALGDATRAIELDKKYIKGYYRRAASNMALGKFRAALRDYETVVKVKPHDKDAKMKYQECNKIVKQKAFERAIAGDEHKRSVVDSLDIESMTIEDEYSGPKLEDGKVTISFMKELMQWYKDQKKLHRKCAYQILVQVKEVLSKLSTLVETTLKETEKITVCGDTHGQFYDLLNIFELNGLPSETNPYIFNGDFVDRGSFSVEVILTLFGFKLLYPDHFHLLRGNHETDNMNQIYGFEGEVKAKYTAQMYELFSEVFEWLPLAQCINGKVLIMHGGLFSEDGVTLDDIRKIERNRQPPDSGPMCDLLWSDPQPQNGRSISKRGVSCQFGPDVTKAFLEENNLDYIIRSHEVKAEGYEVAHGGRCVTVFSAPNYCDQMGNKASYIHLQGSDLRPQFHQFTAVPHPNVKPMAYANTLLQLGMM
PP1 inh: blocks human PP1-alpha phosphatase, a PP5 counter-screen; purified PP1alpha, OMFP fluorescence; P62136; 320,000 tested, 0.9% active; inhibition, % at 6.7 µM; AID 2235;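 active = inhibition above the mean inhibition of all tested compounds plus 3 SD, computed separately for each screening campaign, cut at about 15% in these data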
Target sequence (P62136 whole entry, looked up): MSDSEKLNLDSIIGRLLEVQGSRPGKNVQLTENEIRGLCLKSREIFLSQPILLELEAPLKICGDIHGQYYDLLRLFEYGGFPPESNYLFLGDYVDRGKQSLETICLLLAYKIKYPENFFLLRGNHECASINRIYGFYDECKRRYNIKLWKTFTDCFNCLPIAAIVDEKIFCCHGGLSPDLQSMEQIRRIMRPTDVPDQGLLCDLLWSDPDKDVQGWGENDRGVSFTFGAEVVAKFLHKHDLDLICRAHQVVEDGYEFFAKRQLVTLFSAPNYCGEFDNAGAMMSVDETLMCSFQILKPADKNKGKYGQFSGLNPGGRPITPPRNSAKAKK
GASC-1 inh: human JMJD2C demethylase inhibition | Q9H3R0 | GST-JMJD2C(1-420) H3K9me3 demethylation, DELFIA europium | inhibition, % at 2.35 µM | 330,000 tested, 0.069% active | AID 2099;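 active = more than half of a compound's replicate wells show inhibition beyond 50%, single wells judged on their own value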;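 also: signal counts dimethyl H3K9 product captured on neutravidin plate; 0% = median of DMSO wells and 100% = 0.3 times that DMSO median; strong numbers were not always called active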
TPT1 inh: inhibitors of Candida albicans tRNA 2'-phosphotransferase TPT1 | inhibition, % at 5 µM | recombinant caTPT1, FP RNA substrate dephosphorylation | 300,000 tested, 0.81% active;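 active = inhibition above the mean of all tested compounds plus 3 SD, set per screening campaign, cut at about 24% in these data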;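 also: plate controls were DMSO alone for no effect and ferristatin control at 100 nM for full effect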
LYPLA2 counter: blocks human lysophospholipase 2, a PME1 counter-screen; inhibition, % at 5.9 µM; recombinant LYPLA2, FP-Rh probe fluorescence polarization; 320,000 tested, 0.38% active; AID 2177; O95372;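 active = inhibition above the screen-wide mean plus 3 SD, limit set per campaign, cut at about 26% in these data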;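 also: 0% = LYPLA2 with DMSO and 100% = wells lacking LYPLA2 enzyme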
Target sequence (O95372 whole entry, looked up): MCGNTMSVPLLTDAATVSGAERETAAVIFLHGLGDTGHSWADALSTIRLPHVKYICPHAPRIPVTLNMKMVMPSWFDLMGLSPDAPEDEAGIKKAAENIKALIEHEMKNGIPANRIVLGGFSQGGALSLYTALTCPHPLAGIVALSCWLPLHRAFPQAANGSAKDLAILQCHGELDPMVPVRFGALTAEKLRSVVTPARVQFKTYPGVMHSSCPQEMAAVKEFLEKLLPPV
PREPL inh: inhibits the human prolyl oligopeptidase-like enzyme; Q4J6C6; recombinant PREPL, fluorescence polarization activity-based probe; inhibition, % at 5.96 µM; 320,000 tested, 0.68% active; AID 2751; in the data active = inhibition above about 43%;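 also: 0% = enzyme with DMSO and 100% = wells lacking enzyme; many of its hits are not listed in these tables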
HCV core dimer: HCV core protein dimerization inhibition. inhibition, % at 5 µM. TR-FRET GST/Flag-core106 dimerization, 1536-well. 300,000 tested, 0.33% active. AID 1899;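 active = inhibition above the mean of all tested compounds plus 3 SD, set per screening campaign, cut at about 45% in these data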
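test system = GST/Flag-tagged HCV core106 proteins | probe or stimulus = Eu donor and XL665 acceptor anti-tag antibodies | times = compound-protein-antibody incubation 4 h at 22.5 °C | signal = TR-FRET, excitation 340 nm, emission 617 and 671 nm | measure = percent inhibition of core106 dimerization signal | controls = wells lacking GST-core106 and wells with excess unlabelled core106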
Active calls of the source: *; i = inactive; . = no result given; & = joins results of further samples. The list is partial. The share of hits here may be higher or lower than overall.

Every second line gives: Efflux pump inh	CTSL1 counter	PP5 inh	PP1 inh	GASC-1 inh	TPT1 inh	LYPLA2 counter	PREPL inh	HCV core dimer
CCn1c(SCC(=O)NNC(=S)Nc2ccc(C)cc2)nnc1-c1ccc(Cl)cc1
  -0.1	-1.4	1.3	1.1	-1.5	-1.4	1.8	8.4	9.1
Cc1nc2ccc(C(=O)N/N=C/c3ccccc3O)cc2[nH]1
  0.7	2.3	-0.2	-0.9	-23.2	-1.4	-10.7	11.3	-9.8
COc1ccc(CNC(=O)/C=C/C(=O)O)cc1OC
  5.5*	5.2	1.4	-0.7	-2.2	-1.2	-0.9	-2.0	-4.1
CCOC(=O)C1CCN(S(=O)(=O)c2ccc(CC)cc2)CC1
  0.3	2.1	4.2	3.8	2.1	0.6	10.1	-6.0	-2.8
COc1cc(NC(=O)Cn2cnc(S(=O)(=O)N3CCc4ccccc43)c2)cc(OC)c1OC
  -0.1	-4.3	3.5	0.2	2.3	-0.1	11.1	13.5	-5.7
CCCNC(=O)c1ccccc1NC(=O)c1ccccc1N(C)S(=O)(=O)c1ccccc1
  0.0	-1.7	2.0	-3.9	10.8	-2.6	1.1	-1.1	0.4
CNC(=O)C1CCCN1S(=O)(=O)c1ccc(OC)cc1 (stereo not given)
  0.1	-2.9	0.6	-4.3	-0.1	-2.4	9.7	1.8	-9.4
CC(C)C(=O)Nc1ccc(C(=O)CSc2nnc(C3CC3)n2C2CC2)cc1
  -0.1	.	1.1	-8.7	7.0	.	2.8	4.4	.
COc1ccccc1/C=N/NC(=O)CCSc1ccccc1
  -0.1	1.8	-0.1	-4.7	-0.6	-0.3	0.7	-8.9	5.7
COc1cccc(/C(O)=C2/C(=O)C(=O)N(CCN(C)C)C2c2ccc(Br)cc2)c1 (stereo not given)
  0.0	1.2	3.2	-2.4	-5.2	-2.8	5.8	1.1	3.8
CCc1ccc(OCCCC(=O)Nc2cccc(C(=O)O)c2)cc1
  -0.1	-1.6	0.0	1.2	1.8	-1.2	1.6	-2.4	-2.1
O=C(/C=C/c1ccc(F)cc1)NC(=S)N1CCN(Cc2ccccc2)CC1
  -0.1	-0.5	1.8	0.4	2.3	-0.4	5.0	-10.4	3.2
O=C(CSc1nnc2c(Cl)cc(C(F)(F)F)cn12)N(Cc1ccccc1)Cc1ccccc1
  0.1	2.3	2.9	5.4	-2.6	-6.0	4.1	1.3	-1.9
C=CCNC(=S)NCc1ccccc1
  -0.1	0.6	-0.2	-5.2	-4.8	-1.0	3.6	4.1	3.6
Cc1cccc(-n2c(=O)c3c(C)c(C)sc3n(CC(N)=O)c2=O)c1
  0.0	-0.7	-2.8	-5.1	4.0	0.2	1.4	1.1	1.0
Cn1c(NCc2ccco2)nc2ccccc21
  0.1	3.4	0.7	-2.5	-13.3	-0.8	-1.5	5.0	-1.7
Cc1ncsc1CCSc1nc2ccccc2c(=O)n1C
  -0.1	4.2	3.8	4.6	9.6	0.1	4.0	3.9	-1.1
O=C(NCc1nnc(SCC(=O)N2CCC(Cc3ccccc3)CC2)o1)c1ccccc1F
  0.0	-0.7	3.7	-3.6	11.4&-1.5	-1.9	7.2	19.1	11.1
COc1ccc(-n2ccnc2SCC(=O)NCc2ccc(F)cc2)c(OC)c1
  0.0	5.2	0.9	0.9	-0.9	1.4	3.8	8.2	10.9
CCOc1ccc(NC(=S)N2CCCCCC2)cc1
  0.1	-0.7	0.2	-2.8	-12.7	-1.6	2.2	-6.3	4.9
O=C(Nc1ccc(Br)cc1)c1cc(S(=O)(=O)Nc2ccccn2)ccc1Cl
  -0.1	-1.5	1.3	1.8	-4.4	1.0	-0.2	4.6	-6.2
CCc1c(C)nc(N2CCN(c3ccccc3)CC2)[nH]c1=O
  0.8	-5.7	0.4	-5.1	-24.4	-1.1	-0.4	9.0	8.4
COCCN(C(=O)CC1CCCCC1)c1c(N)n(CC(C)C)c(=O)[nH]c1=O
  0.1	.	2.9	10.1	1.0	.	4.2	3.8	.
COc1ccc(N(CC(=O)N2CCCCCC2)S(C)(=O)=O)cc1Cl
  0.1	2.4	0.1	-1.8	-8.5	-0.7	-3.1	10.8	-5.7
COc1ccc(-n2c(Cc3ccccc3)nnc2SCc2ccc([N+](=O)[O-])cc2)cc1
  0.1	-1.3	-1.9	1.3	22.7	5.3	-9.9	18.5	9.6
CCOc1ccc(/C=C2\CCC(C3CCCC3)C2=O)cc1 (stereo not given)
  0.1	-2.5	0.5	-7.8	1.9	-2.7	1.6	-10.3	0.8
COc1ccc(Cn2cnc3c([N+](=O)[O-])c(C)c(C)cc32)cc1
  0.1	-1.4	2.8	2.0	15.7	1.4	-1.9	-3.6	-2.9
CC(C)(C)C(=O)NC1(C(F)(F)F)NC(=O)N(Cc2ccccc2)C1=O (stereo not given)
  -0.1	6.9	-2.2	-2.3	16.2	-1.8	-0.1	11.5	-4.7
O=C(NC(=S)Nc1cccc(NC(=O)c2ccccc2)c1)c1cccc([N+](=O)[O-])c1
  -0.1	4.5	0.3	5.8	4.3	-4.4	6.6	10.8	2.3
Cc1ccc(NC(=O)C(=O)NCc2ccc(/C=N/NC(=O)c3c(C)nc4ccccn34)o2)cc1
  0.0	2.4	2.3	2.0	1.1	-4.4	2.8	-32.6	4.9
CC(C)C(=O)N(c1ccc2oc(=O)sc2c1)S(=O)(=O)c1ccccc1
  -0.2	5.2	2.4	-1.7	i	-1.3	2.9	9.6	-2.2
CCNC(=S)NNC(=O)c1nn(C)c(C)c1Cl
  -0.1	-0.3	-0.1	1.1	2.3	-4.2	5.5	8.3	-3.7
CC(=O)c1ccc(N2CCN(CC(O)COC(c3ccccc3)c3ccccc3C)CC2)cc1 (stereo not given)
  0.1	3.4	4.5	4.9	-24.2	0.4	8.3	8.0	9.6
Cc1nnc2c(NC3CCCC3)nc3ccccc3n12
  -0.2	1.4	-0.9	-0.8	-7.0	-1.7	-4.9	0.7	6.0
COc1ccc(CCNC(=O)c2[nH]c(C)c(C(C)=O)c2C)cc1OC
  -0.1	2.2	1.0	-1.7	3.0	-0.4	-2.6	8.2	-3.0
Cn1c(SCc2ccc(Br)cc2)nnc1-c1ccccn1
  0.0	0.2	-2.9	-2.7	-10.8	-3.3	-0.6	-3.2	3.3
CC/C(Cc1ccccc1)=N\NC(=O)c1cc(C)oc1C
  -0.1	-2.5	1.1	0.5	-0.6	-3.2	10.1	15.4	-7.8
CC1Cc2ccccc2N1C(=O)COC(=O)C1=COCCO1 (stereo not given)
  -0.1	-10.4	1.0	0.0	1.7	-6.0	-6.3	-6.9	-3.3
CC(C)(Oc1ccc(Cl)cc1)C(=O)Nc1ccc2oc(-c3ccncc3)nc2c1
  -0.1	0.4	0.1	0.7	8.6	-1.8	2.1	-23.1	-30.1
COc1ccc(CNC(=O)CN(Cc2ccco2)C(=O)CNS(=O)(=O)c2ccccc2)cc1
  0.2	-1.1	2.5	0.2	3.9	1.9	1.4	-0.4	2.5
COCCn1c(=S)[nH]c2cc(C(=O)N3CCC(C(N)=O)(N4CCCCC4)CC3)ccc2c1=O
  -0.3	-13.3	-1.0	-0.6	.	0.2	0.3	-4.5	-0.5
Cc1ccc(NS(=O)(=O)c2ccc(C)c(NC(=O)COc3ccc4ccccc4c3)c2)c(C)c1
  0.5	7.4	4.8	13.3	-4.5	-2.2	-53.2	-9.2	18.1
Cc1csc(NC(=O)CSc2nnc(-c3cccs3)n2C)n1
  0.2	0.9	1.6	-2.0	-3.4	0.5	6.3	9.1	-1.0
Cc1cc(C(=O)Nc2ccccc2C)n(-c2ccccc2)n1
  0.2	-4.6	-1.2	-0.2	-23.6	-5.0	-4.4	-1.5	1.2
CCOC(=O)N1CCN=C1SCc1ccc(C(F)(F)F)cc1
  0.0	1.7	-0.5	-0.1	3.1	-0.6	5.8	15.5	2.0
O=C(CSc1ncn(-c2ccccc2)n1)Nc1ccc2c(c1)OCCO2
  0.1	-3.3	2.0	1.6	-2.8	-2.6	-1.3	-10.9	-1.9
COC(=O)c1cccc(NC(=O)CCNC(=O)c2ccco2)c1
  0.1	-2.5	0.4	-0.1	1.3	1.9	0.6	-0.2	-11.3
COc1ccccc1NC(=O)N1c2ccc(F)cc2CCC1C (stereo not given)
  0.0	3.8	0.0	-2.4	0.7	-2.6	-6.5	8.7	13.1
c1ccc2sc(-c3ccc4c(c3)OCO4)nc2c1
  0.0	0.5	2.2	11.3	4.3	0.7	0.7	-27.4	3.3
Cc1cc(C)cc(N(CCC#N)C(=O)COC(=O)CNC(=O)c2sc3ccccc3c2Cl)c1
  0.2	-2.4	0.1	0.8	3.9	0.9	-2.0	43.2*	15.7
N#CC1=C(N)N(c2ccccc2C#N)C2=C(C(=O)CCC2)C1c1ccsc1 (stereo not given)
  0.1	4.6	3.5	2.1	-23.0	-7.6	3.4	13.9	-3.3
CCOc1cc(/C=C2\CCn3c2nc2cc(Cl)ccc2c3=O)ccc1O
  -0.4	5.6	3.8	1.1	15.9	4.9	1.4	6.3	14.1
COCCN(C(=O)c1ccc(OC2CCN(S(=O)(=O)N(C)C)CC2)cc1)C(C)C
  -0.1	0.0	3.3	-3.1	-0.9	-0.6	0.4	10.9	-14.2
O=C(Nc1sc2c(c1C(=O)O)CCCCC2)c1cccnc1
  -0.1	-0.8	2.1	-1.3	-0.3	-6.1	0.3	-4.0	5.5
COc1ccccc1NS(=O)(=O)c1cc(C(=O)NCCN2CCOCC2)ccc1Cl
  -0.1	0.1	-1.3	-1.2	3.2&5.9	-5.4	9.3	9.4	-1.4
C[C@H](NC(=O)C1(c2ccccc2)CCN(C(=O)[C@H]2CSCN2C(=O)OC(C)(C)C)CC1)C(=O)O
  -0.1	0.0	1.8	-1.8	-3.0&5.3	1.7	-2.6	3.6	-0.4
CC(=O)Nc1ccc(OCC(O)CN2CCN(c3ccc(Cl)cc3)CC2)cc1 (stereo not given)
  0.0	-3.2	1.7	5.2	-8.5	-0.3	1.2	14.9	-3.8
Cn1cccc1/C=N/NC(=O)c1ccc(OC(F)(F)C(F)F)cc1
  -0.4	3.9	4.3	3.7	-1.3	-3.2	0.7	22.9	-8.1
CC1(C)CC(=O)C=C(c2cccc(O)c2)C1=O
  -0.1	.	-1.9	-4.5	2.9	.	-3.2	3.5	.
Cc1nnc(NC(=O)c2ccc(-c3ccc([N+](=O)[O-])cc3)o2)s1
  0.1	6.7	0.4	1.1	5.9	1.3	1.1	8.3	-1.4

(next part)
Every second line gives: Efflux pump inh	CTSL1 counter	PP5 inh	PP1 inh	GASC-1 inh	TPT1 inh	LYPLA2 counter	PREPL inh	HCV core dimer
O=C(Oc1ccc2ccccc2c1Br)N1CCCCCC1
  0.0	-0.9	-2.4	0.4	20.5	-0.2	0.6	0.3	10.4
CCOc1ccc(-c2nonc2NC(=O)c2ccco2)cc1
  0.1	-2.8	2.2	-0.5	-9.8	-2.9	6.8	-0.9	-1.6
CCOC(=O)c1ccccc1NC(=O)c1c(N)n(C)c(=O)[nH]c1=O
  -0.1	-2.7	2.8	2.5	18.4	2.0	2.2	-5.6	-3.8
CC(=O)c1ccc(S(=O)(=O)Nc2ccc(-n3cnnn3)cc2)cc1
  0.0	.	3.4	-3.4	-1.5	.	0.9	9.3	.
CN(C)CCN1C(=O)C(=O)/C(=C(/O)c2ccc(S(=O)(=O)N3CCOCC3)cc2)C1c1ccc(F)cc1 (stereo not given)
  -2.8	2.9	0.0	-1.1	-7.6	0.8	18.9	6.6	-7.2

Screens deposited in PubChem BioAssay by several laboratories.
